CAL PDZ FP-1 = untagged CAL PDZ binding inhibitors, primary screen, biochemical, fluorescence polarization, HTS. Golgi-associated PDZ and coiled-coil motif-containing protein (Homo sapiens), Q9HD26. purified CAL PDZ, TMR-peptide fluorescence polarization, 1 h. inhibition, % at 24.9 µM. 300,000 compounds, 0.92% hits. AID 602252, 2012;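 active means mean inhibition of at least 30% with at least half of replicates also reaching 30%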;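 further: 0% = DMSO neutral control and 100% = excess unlabeled competitor peptide PRC23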
CAL PDZ FP-2 = CAL PDZ peptide-binding inhibitors, primary screen, biochemical, fluorescence polarization, Cer-tagged CAL PDZ, HTS; 330,000 compounds, 0.02% hits; inhibition, % at 20 µM; Golgi-associated PDZ and coiled-coil motif-containing protein (Homo sapiens), Q9HD26; AID 504414, 2011; purified CAL PDZ, TMR-peptide fluorescence polarization, 1 h;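 active means highest replicate inhibition of at least 40%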;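 further: plate controls were DMSO neutral control wells for no effect and unlabeled competitor peptide control wells for full effect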
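Test system: purified CerCALP PDZ construct; Compound dosing: one concentration, 20 µM compound; Also added: TMR-labelled reporter peptide T*-PRC34 bound in PDZ groove; Read-out: inhibition from polarization loss; Controls: unlabelled peptide and DMSO controls; Signal: FP readout, S and P plane fluorescence; Incubation: 1 h at RT.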
NSD2 HMT inh = NSD2 histone methyltransferase inhibitors, primary screen, biochemical, AlphaScreen, single concentration, set 2 | Histone-lysine N-methyltransferase NSD2 (Homo sapiens), O96028 | AID 743445, 2014 | 310,000 compounds, 0.54% hits | inhibition, % at 12.5 µM | NSD2 peptide methylation, 120 min; in the data active means inhibition above about 50%
DAGLB inh = DAGLB lipase inhibitors, primary screen, biochemical, fluorescence, HTS; AID 504411, 2011; inhibition, % at 5.17 µM; 340,000 compounds, 0.059% hits; HEK293T DAGLB membrane lysate, EnzChek fluorogenic substrate; Diacylglycerol lipase-beta (Homo sapiens), Q8NCG7; in the data active means inhibition above about 34%;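 further: 0% = enzyme with vehicle and 100% = wells lacking enzyme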
V-ATPase pHluor = regulators of yeast V-ATPase proton pumping, primary screen, pHLuorin cytosolic pH fluorescence; S. cerevisiae; response, % at 10 µM; 350,000 compounds, 0.37% hits; AID 504577, 2011; in the data active means response mostly above about 7.3%, no sharp cut-off; inactive means mostly below about 5.4%; further: actives read high; inactives centre near 0; some compounds called inactive have numbers as strong as hits
C-LANA FP = inhibitors of KSHV C-LANA binding to DNA, primary screen, biochemical, fluorescence polarization, FAM-LBS DNA, MBP-C-LANA, single point. inhibition, % at 9 µM. 340,000 compounds, 0.078% hits. Kaposi's sarcoma herpesvirus LANA C-terminal domain (residues 932-1162) DNA binding;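 active means highest replicate inhibition at or above 60% at 9 µM, even if other replicates fall short; inactive means all replicates below 60% inhibition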;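 further: 0% = neutral control wells and 100% = 4 µM acridine orange control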
Arr AP2 block = inhibitors of beta-arrestin/AP2 binding, primary screen, biochemical, GPCR trafficking, flow cytometry. FITC-arrestin peptide / GST-AP2 beads; AP2 beta2 appendage carries R879A mutation. inhibition, % at 10 µM. 340,000 compounds, 0.31% hits;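 active means inhibition above a set limit, near 3 SD of compounds lacking own fluorescence, cut at about 54% in these data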;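 further: plate controls were DMSO wells for no effect and 5 µM unlabelled arrestin peptide for full effect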
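Assay system: GST-AP2 R879A bound to glutathione beads, E. coli-expressed; Medium: PBS with 0.05% Tween 20 and 0.1% BSA; Also added: fluorescein-tagged arrestin peptide at 50 nM final; Timing: 12 min plus 1 h, RT; Measured by: flow cytometry, FL1 (488/535 nm); Evaluation: percent drop in bead-associated FITC signal.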
Cardiac RTF inh = cardiac RTF calcium sensitivity inhibitors, primary screen, biochemical, IANBD-TnC fluorescence, EC70 calcium. Troponin I, cardiac muscle (Homo sapiens) + Troponin T, cardiac muscle (Homo sapiens) + …. IANBD-labeled cardiac RTF, Ca2+ fluorescence. inhibition, % at 7.15 µM. 340,000 compounds, 0.12% hits;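 active means inhibition above the mean inhibition of all tested compounds plus 3 SD, cut at about 17% in these data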;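 further: assay run at fixed EC70 calcium of 1.6 mM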
Keap1-Nrf2 PPI = Keap1-Nrf2 protein-protein interaction inhibitors, primary screen, biochemical, fluorescence polarization, single point. Keap1 Kelch-Nrf2 peptide fluorescence polarization, 1536-well. Kelch-like ECH-associated protein 1 (Homo sapiens), Q14145. 340,000 compounds, 0.15% hits. inhibition, % at 9.4 µM. AID 504523, 2011; in the data active means inhibition above about 12%;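 further: human Keap1 Kelch domain with fluorescein labeled Nrf2 9mer peptide probe; 0% = neutral control wells and 100% = peptide positive control; higher means more block of Keap1 binding to Nrf2 peptide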
Target sequence (Q14145 whole entry, looked up, the tested form may be a part): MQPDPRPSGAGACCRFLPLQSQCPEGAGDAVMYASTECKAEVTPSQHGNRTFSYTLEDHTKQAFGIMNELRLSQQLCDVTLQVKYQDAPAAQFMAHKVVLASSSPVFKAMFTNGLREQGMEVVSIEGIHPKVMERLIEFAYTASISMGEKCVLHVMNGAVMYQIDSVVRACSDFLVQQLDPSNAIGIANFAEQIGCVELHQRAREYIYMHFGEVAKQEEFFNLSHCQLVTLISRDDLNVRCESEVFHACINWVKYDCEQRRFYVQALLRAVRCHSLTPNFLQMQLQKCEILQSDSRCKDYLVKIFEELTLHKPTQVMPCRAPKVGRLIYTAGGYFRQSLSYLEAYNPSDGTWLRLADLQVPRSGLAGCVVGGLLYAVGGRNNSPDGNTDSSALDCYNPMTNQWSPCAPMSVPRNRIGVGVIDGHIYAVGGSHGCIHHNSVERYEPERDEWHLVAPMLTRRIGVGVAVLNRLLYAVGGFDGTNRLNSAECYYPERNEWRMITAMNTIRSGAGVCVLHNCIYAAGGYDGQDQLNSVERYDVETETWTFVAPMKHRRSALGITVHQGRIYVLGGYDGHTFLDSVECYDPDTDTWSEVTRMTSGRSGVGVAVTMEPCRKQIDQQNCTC
DSG3 Ab inh = inhibitors of pemphigus antibody binding to DSG3, primary screen, biochemical, bead-based, flow cytometry, scFv-GFP. Desmoglein-3 (Homo sapiens), P32926. DSG3-coupled beads, scFv-anti-DSG3-GFP binding; stronger effect = lower value. binding (percent of control), % at 10 µM. 310,000 compounds, 0.48% hits. AID 588358, 2011;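 active means binding more than 3 SD below its plate's average and above zero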; further: some compounds called inactive have numbers as strong as hits
Starred values were filed as active, the others as inactive. An excerpt (hit frequency here may not be typical).

`Cc1ccc(CNC(=O)CCC(=O)N2CC(C)Oc3ccccc32)cc1` (configuration not stated) gave CAL PDZ FP-1 -3, CAL PDZ FP-2 -0.1, DAGLB inh -7, V-ATPase pHluor -1, C-LANA FP -0.6, Arr AP2 block 3, Cardiac RTF inh -2, Keap1-Nrf2 PPI 5 and DSG3 Ab inh 106.
Screening O=C(COC(=O)c1ccc2ccccc2c1O)Nc1ccccc1 returned CAL PDZ FP-1 4, CAL PDZ FP-2 -1.9, NSD2 HMT inh 17, DAGLB inh -8, V-ATPase pHluor -6, C-LANA FP 1.0, Arr AP2 block 0, Cardiac RTF inh 2, Keap1-Nrf2 PPI -6 and DSG3 Ab inh 105.
`CCCC(c1nnnn1C1CCCCC1)N1CCN(C(=O)c2ccco2)CC1` (configuration not stated) gave CAL PDZ FP-1 -1, CAL PDZ FP-2 -1.6, NSD2 HMT inh -7, DAGLB inh 1, V-ATPase pHluor 1, C-LANA FP -0.1, Arr AP2 block 23, Cardiac RTF inh 3, Keap1-Nrf2 PPI 4 and DSG3 Ab inh 114.
COc1ccc(/C=c2\s/c(=C/C(=O)c3ccc(C)cc3)[nH]c2=O)c(OC)c1 was read as CAL PDZ FP-1 -6, CAL PDZ FP-2 -0.1, NSD2 HMT inh -3, DAGLB inh -7, V-ATPase pHluor -8, C-LANA FP 0.5, Arr AP2 block 6, Cardiac RTF inh -166, Keap1-Nrf2 PPI 2 and DSG3 Ab inh 87.
For Cc1ccc(CNc2ncnc3c2cnn3-c2ccccc2)cc1 the results were CAL PDZ FP-1 -2, CAL PDZ FP-2 0.0, NSD2 HMT inh 4, DAGLB inh -7, V-ATPase pHluor -4, C-LANA FP -0.4, Arr AP2 block 14, Cardiac RTF inh -10, Keap1-Nrf2 PPI -1 and DSG3 Ab inh 92.
`CC(C)OC(=O)CC1C(=O)NCCN1C(=S)NC(=O)CCc1ccccc1` (configuration not stated) gave CAL PDZ FP-1 1, CAL PDZ FP-2 -1.2, NSD2 HMT inh 0, DAGLB inh 0, V-ATPase pHluor -3, C-LANA FP 1.0, Arr AP2 block -6, Cardiac RTF inh -5, Keap1-Nrf2 PPI -1 and DSG3 Ab inh 104.
For CC(NC(=O)C1CCN(S(=O)(=O)c2cccc3nonc23)CC1)c1ccccc1 (configuration not stated) the results were CAL PDZ FP-1 -8, CAL PDZ FP-2 -0.1, NSD2 HMT inh 5, DAGLB inh -2, V-ATPase pHluor -5, C-LANA FP -1.6, Arr AP2 block -11, Cardiac RTF inh -4, Keap1-Nrf2 PPI 4 and DSG3 Ab inh 113.
CC(C)CC(NC(=O)C1CCC(C)CC1)C(=O)Nc1ccccc1F (configuration not stated) was read as CAL PDZ FP-1 -5, CAL PDZ FP-2 -0.6, NSD2 HMT inh -3, DAGLB inh -4, V-ATPase pHluor -7, C-LANA FP 0.8, Arr AP2 block 8, Cardiac RTF inh -4, Keap1-Nrf2 PPI -7 and DSG3 Ab inh 110.
Screening COc1ccc(CCN=C(N)NS(=O)(=O)c2cccs2)cc1 returned CAL PDZ FP-1 -1, CAL PDZ FP-2 -2.6, NSD2 HMT inh -1, DAGLB inh -1, V-ATPase pHluor 0, C-LANA FP 1.6, Arr AP2 block -4, Cardiac RTF inh -12, Keap1-Nrf2 PPI 2 and DSG3 Ab inh 80.
For O=C(Cc1ccccc1[N+](=O)[O-])NC1CCN(Cc2ccccc2)CC1 the results were CAL PDZ FP-1 5, CAL PDZ FP-2 0.1, NSD2 HMT inh -5, DAGLB inh -2, V-ATPase pHluor -1, C-LANA FP -1.4, Arr AP2 block 19, Cardiac RTF inh -5, Keap1-Nrf2 PPI -2 and DSG3 Ab inh 99.
For COc1ccc(C(=O)N2CCN=C2SCc2cccnc2)c(OC)c1 the results were CAL PDZ FP-1 -3, CAL PDZ FP-2 -0.4, DAGLB inh -2, V-ATPase pHluor -2, C-LANA FP 0.6, Arr AP2 block -2, Cardiac RTF inh -4, Keap1-Nrf2 PPI -4 and DSG3 Ab inh 103.
O=C(O)C1=C[C@H](c2cccs2)C[C@H](OCc2ccc(CO)cc2)O1 was read as CAL PDZ FP-1 1, CAL PDZ FP-2 0.3, DAGLB inh 1, V-ATPase pHluor 0, C-LANA FP 0.9, Arr AP2 block 3, Cardiac RTF inh -9, Keap1-Nrf2 PPI -2 and DSG3 Ab inh 101.
For COc1cccc(NC(=O)CN(C)CC(=O)Nc2ccc(C)cc2Cl)c1 the results were CAL PDZ FP-1 0, CAL PDZ FP-2 0.3, NSD2 HMT inh -5, DAGLB inh -1, V-ATPase pHluor 1, C-LANA FP -1.9, Arr AP2 block 10, Cardiac RTF inh -4, Keap1-Nrf2 PPI -2 and DSG3 Ab inh 115.
Screening CCOC(=O)N1CCC(Nc2ncnc3c2cnn3-c2ccc(C)cc2C)CC1 returned CAL PDZ FP-1 -1, CAL PDZ FP-2 -0.7, DAGLB inh 1, V-ATPase pHluor 3, C-LANA FP 0.3, Arr AP2 block -12, Cardiac RTF inh -11, Keap1-Nrf2 PPI -2 and DSG3 Ab inh 102.
For Cc1cc2c(c(=O)n1CCc1ccccc1)C(C(C)C)C(C#N)=C(N)O2 (configuration not stated) the results were CAL PDZ FP-1 -7, CAL PDZ FP-2 -0.9, NSD2 HMT inh -3, DAGLB inh -2, V-ATPase pHluor -1, C-LANA FP 0.9, Arr AP2 block 3, Cardiac RTF inh 4, Keap1-Nrf2 PPI 7 and DSG3 Ab inh 105.
For Cc1oc(-c2ccccc2F)nc1CS(=O)(=O)CC(=O)N1CCOCC1 the results were CAL PDZ FP-2 -0.6, DAGLB inh -1, V-ATPase pHluor -2, C-LANA FP 0.3, Arr AP2 block 9, Cardiac RTF inh -7, Keap1-Nrf2 PPI -1 and DSG3 Ab inh 165.
For O=C(OCC(=O)N1CCOCC1)c1ccc(O)cc1 the results were CAL PDZ FP-1 126*, CAL PDZ FP-2 0.4, NSD2 HMT inh 7, DAGLB inh 0, V-ATPase pHluor 0, C-LANA FP -0.9, Arr AP2 block -16, Cardiac RTF inh -11, Keap1-Nrf2 PPI 1 and DSG3 Ab inh 103.
`COc1ccccc1CNC(=O)C(=O)NCC1OCCCN1S(=O)(=O)c1cccs1` (configuration not stated) gave CAL PDZ FP-1 -2, CAL PDZ FP-2 -1.3, DAGLB inh 3, V-ATPase pHluor 1, C-LANA FP -0.9, Arr AP2 block -2, Cardiac RTF inh -1, Keap1-Nrf2 PPI -2 and DSG3 Ab inh 111.
`COc1ccc(S(=O)(=O)N2CCOC23CCN(S(=O)(=O)c2ccc([N+](=O)[O-])cc2)CC3)cc1` gave CAL PDZ FP-1 -1, CAL PDZ FP-2 -1.6, NSD2 HMT inh -2, DAGLB inh 2, V-ATPase pHluor 2, C-LANA FP 0.2, Arr AP2 block -4, Cardiac RTF inh -17, Keap1-Nrf2 PPI -4 and DSG3 Ab inh 101.
Nc1nc(Nc2ccccc2)nc(NCc2ccccc2)c1[N+](=O)[O-] was read as CAL PDZ FP-1 -7, CAL PDZ FP-2 -0.9, NSD2 HMT inh -5, DAGLB inh -2, V-ATPase pHluor -2, C-LANA FP -0.7, Arr AP2 block -22, Cardiac RTF inh 4, Keap1-Nrf2 PPI 4 and DSG3 Ab inh 114.
`CCC(=O)N(CCC1(C(C)C)CCOC(C)(C)C1)C(C)c1cccs1` (configuration not stated) gave CAL PDZ FP-2 -0.3, NSD2 HMT inh -2, DAGLB inh -3, V-ATPase pHluor 2, C-LANA FP -9.6, Arr AP2 block 4, Cardiac RTF inh 2, Keap1-Nrf2 PPI 4 and DSG3 Ab inh 100.
Brc1ccc(-c2nnc3c4ccccc4nc(N4CCOCC4)n23)cc1 was read as CAL PDZ FP-1 -5, CAL PDZ FP-2 0.2, NSD2 HMT inh -2, DAGLB inh -4, V-ATPase pHluor 1, C-LANA FP 2.0, Arr AP2 block -3, Cardiac RTF inh -2, Keap1-Nrf2 PPI 4 and DSG3 Ab inh 103.
`COc1ccc(NC(=O)CSc2cccc3cccnc23)c(OC)c1` gave CAL PDZ FP-1 -3, CAL PDZ FP-2 -1.6, NSD2 HMT inh -2, DAGLB inh 1, V-ATPase pHluor 0, C-LANA FP -2.0, Arr AP2 block 7, Cardiac RTF inh -18, Keap1-Nrf2 PPI -1 and DSG3 Ab inh 108.
CCCCN(C)CCCNC(=O)CN1N=C(c2ccc(Cl)cc2)CCC1=O was read as CAL PDZ FP-1 -2, CAL PDZ FP-2 -1.6, NSD2 HMT inh 7, DAGLB inh 0, V-ATPase pHluor 1, C-LANA FP 2.3, Arr AP2 block 11, Cardiac RTF inh -3, Keap1-Nrf2 PPI -3 and DSG3 Ab inh 75*.
`Cc1ccc(C(=O)NCc2cccnc2)o1` gave CAL PDZ FP-1 -4, CAL PDZ FP-2 -2.7, NSD2 HMT inh 0, DAGLB inh 0, V-ATPase pHluor 1, C-LANA FP 1.0, Arr AP2 block -10, Cardiac RTF inh 0, Keap1-Nrf2 PPI -1 and DSG3 Ab inh 112.
For COc1ccc(C(=O)O/N=C(\C)c2nccs2)cc1 the results were CAL PDZ FP-1 -3, CAL PDZ FP-2 -0.6, NSD2 HMT inh -3, DAGLB inh -6, V-ATPase pHluor 2, C-LANA FP 2.0, Arr AP2 block -9, Cardiac RTF inh 0, Keap1-Nrf2 PPI -4 and DSG3 Ab inh 106.

Random excerpt: two records from the list, in no set order.
O=C(O)C1=C[C@H](c2cccs2)C[C@H](OCc2ccc(CO)cc2)O1 was read as CAL PDZ FP-1 1, CAL PDZ FP-2 0.3, DAGLB inh 1, V-ATPase pHluor 0, C-LANA FP 0.9, Arr AP2 block 3, Cardiac RTF inh -9, Keap1-Nrf2 PPI -2 and DSG3 Ab inh 101.
Nc1nc(Nc2ccccc2)nc(NCc2ccccc2)c1[N+](=O)[O-] was read as CAL PDZ FP-1 -7, CAL PDZ FP-2 -0.9, NSD2 HMT inh -5, DAGLB inh -2, V-ATPase pHluor -2, C-LANA FP -0.7, Arr AP2 block -22, Cardiac RTF inh 4, Keap1-Nrf2 PPI 4 and DSG3 Ab inh 114.
